GPR151 ag: human GPR151 activation; activation, % at 11.2 µM; Q8TDV0; 1% of 650,000 active; PathHunter beta-arrestin GPR151 cells, luminescence; in the data active = activation above about 4.9%;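 note: 0% = median of compound wells and 100% = cells with positive control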
Target sequence (Q8TDV0 whole entry, looked up): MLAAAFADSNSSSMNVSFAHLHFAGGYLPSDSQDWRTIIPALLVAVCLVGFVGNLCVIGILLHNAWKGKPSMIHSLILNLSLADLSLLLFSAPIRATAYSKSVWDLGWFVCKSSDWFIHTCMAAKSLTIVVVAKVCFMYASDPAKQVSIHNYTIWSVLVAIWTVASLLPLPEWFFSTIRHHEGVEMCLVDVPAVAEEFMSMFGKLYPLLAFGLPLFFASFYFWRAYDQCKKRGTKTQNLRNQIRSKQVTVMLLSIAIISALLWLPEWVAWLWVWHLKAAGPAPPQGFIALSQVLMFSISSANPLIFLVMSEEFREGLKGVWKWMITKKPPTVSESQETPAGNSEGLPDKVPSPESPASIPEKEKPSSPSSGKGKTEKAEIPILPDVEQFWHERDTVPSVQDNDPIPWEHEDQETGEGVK
TEAD-YAP block: TEAD-YAP interaction inhibition; HEK-TIYL cells, TEAD-Gal4/YAP UAS-luciferase luminescence; inhibition, % at 9.12 µM; 1.4% of 640,000 active; AID 1259422; in the data active = inhibition above about 32%;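 note: 0% = median of test compound wells and 100% = reference inhibitor wells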
FBW7 activator: human FBW7 E3 ligase activation, primary screen. normalized activity (activation), % at 26.1 µM. Q969H0. AlphaScreen FBW7–phospho-cyclin E peptide binding, activator screen. 0.13% of 650,000 active. AID 1259310; in the data active = normalized activity above about 1.9%;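 note: purified mutant Fbw7 with reduced substrate affinity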
MITF inh: human MITF inhibition, primary screen | AID 1259374 | AlphaScreen MITF homodimerization, bead proximity signal | 0.91% of 650,000 active | O75030 | inhibition, % at 2.6 µM; in the data active = inhibition above about 50%;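 note: 0% = vehicle wells with protein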
Target sequence (O75030 whole entry, looked up): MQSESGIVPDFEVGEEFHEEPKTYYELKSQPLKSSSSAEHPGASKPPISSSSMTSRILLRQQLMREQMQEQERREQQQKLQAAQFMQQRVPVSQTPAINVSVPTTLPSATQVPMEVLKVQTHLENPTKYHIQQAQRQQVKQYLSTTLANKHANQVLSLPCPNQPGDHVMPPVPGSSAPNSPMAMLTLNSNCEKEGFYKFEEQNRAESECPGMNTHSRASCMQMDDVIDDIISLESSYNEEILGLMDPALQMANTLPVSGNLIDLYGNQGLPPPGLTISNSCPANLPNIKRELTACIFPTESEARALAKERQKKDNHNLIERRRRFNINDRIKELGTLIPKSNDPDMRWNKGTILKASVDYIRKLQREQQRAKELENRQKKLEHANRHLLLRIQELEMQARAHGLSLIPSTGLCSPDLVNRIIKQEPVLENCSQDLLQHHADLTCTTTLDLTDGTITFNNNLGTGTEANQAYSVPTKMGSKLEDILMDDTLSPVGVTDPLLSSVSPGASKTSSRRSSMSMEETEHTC
* = called active by the depositor.

The line under a structure holds: GPR151 ag	TEAD-YAP block	FBW7 activator	MITF inh
- CCSc1nc2ccc(Nc3nc(Nc4ccccc4)nc(Nc4ccccc4)n3)cc2s1
  -0.6	6	-0.1	-3
- CC1(C)CC(NCCNC2=CC(=C(C#N)C#N)CC(C)(C)C2)=CC(=C(C#N)C#N)C1
  -0.7	3	0.4	22
- Cn1nc(-c2ccc(F)cc2)cc1C(=O)Nc1nn(C)c2c1C(c1ccco1)CC(=O)N2 (centres undefined)
  -0.3	1	0.0	-13
- COc1cc(C)c(CN2CCc3nnc(CNC(=O)c4ccccn4)n3CC2)cc1C
  0.5	6	-0.1	1
- CCOc1ccc(/C=C(\NC(C)=O)C(=O)NC(C)(C)C)cc1
  -0.4	5	0.0	3
- CCC(C)(C)NC(=O)c1ccc(OC)cc1OC
  1.1	5	-0.1	26
- Cc1cc(NC(=O)CSc2nc3ccccc3c(=O)n2NC(=O)Cc2ccccc2)no1
  0.8	-8	-0.2	-14
- Fc1cccc(Nc2nc3ccccc3n3cnnc23)c1
  -0.7	0	-0.2	1
- Cc1ncc2c(c1CNC(=O)c1ccccc1F)CCN(Cc1ccc3c(c1)CCO3)C2
  0.3	-12	0.0	5
- O=C(NNS(=O)(=O)c1ccc([N+](=O)[O-])cc1)c1ccccc1Cl
  -0.6	10	0.5	19
- O=C(O)c1ccccc1C(=O)Nc1ccccc1Oc1ccccc1F
  2.0	3	0.1	0
- CC(C)COc1ccc(C(=O)Nc2ccc3oc(-c4cccc(Cl)c4)nc3c2)cc1
  1.6	5	0.0	-5
- COc1ccccc1CNS(=O)(=O)c1cccc(S(=O)(=O)N2CCCC2)c1
  0.3	8	0.0	12
- CCn1c(SCC(=O)Nc2sc3c(c2C(N)=O)CCC3)nc2ccccc2c1=O
  -0.1	18	0.0	19
- Cc1ccc(-n2c(=S)sc3c(=O)n(-c4ccccc4C)c(SCC(=O)c4ccccc4)nc32)c(C)c1
  -1.3	-4	0.0	15
- O=C(Nc1ccc2c(c1)CN(Cc1ccn[nH]1)CC2)C1(c2ccccc2)CC1
  4.3	-1	-0.1	-5
- Cc1c(Cl)ccc(OCCN2CCNCC2)c1C
  0.2	-1	0.1	11
- CCNC(=S)NNC(=O)c1ccc2ccccc2c1
  -0.9	-15	0.0	5
- COc1ccc(C(=O)Nc2ccc(CC(=O)O)cc2)cc1[N+](=O)[O-]
  -0.1	10	-0.1	-3
- O=C(CSc1nc(NCc2ccco2)c2ccccc2n1)c1ccc(Cl)c(Cl)c1
  -0.7	-4	-0.1	-10
- O=C(CCCCC(=O)N/N=C/c1ccco1)N/N=C/c1ccco1
  0.1	-20	0.5	-3
- CCNC(=O)c1nn(CC2CC2)c2c1CN(Cc1c[nH]c3ccccc13)CC2
  -0.6	3	0.1	8
- Cc1nc2scc(-c3ccc(Br)cc3)c2c(=O)o1
  2.8	19	-0.2	1
- N#CC1=C(N)N(N2CCOCC2)C2=C(C(=O)CC(c3ccccc3)C2)C1c1ccc(F)cc1 (centres undefined)
  -0.8	-11	0.4	-6
- COc1ccc(NC(=O)CSCC(=O)Nc2c(C)n(C)n(-c3ccccc3)c2=O)cn1
  0.9	6	0.4	4
- CC1CCCN(C(=O)c2c(NC(=O)c3cccs3)sc3c2CCC(C(C)(C)C)C3)C1 (centres undefined)
  -0.9	-7	-0.4	-4
- CCOC(=O)COc1ccc2c(C)c(CC(=O)OC)c(=O)oc2c1
  0.2	1	0.0	5
- O=C(CSc1ccsc1[N+](=O)[O-])NCc1ccco1
  -0.4	-17	-0.2	-3
- CC(C)C(NC(=O)C(N)CCCN=C(N)N)C(=O)O (centres undefined)
  1.4	3	0.0	2
- Cc1ccc(C(=O)NCc2cccnc2)c(NCc2cccnc2)n1
  -0.3	8	1.0	7
- CC(C)(C)C(=O)Nc1ccccc1C(=O)Nc1ccccc1
  -0.3	13	-0.2	4
- CCN(CC)C(=O)Cn1cnc2sc(C(=O)NC3CCCCC3)c(C)c2c1=O
  -0.3	-12	0.0	-4
- O=C(O)CSc1nc2ccccc2c(=O)n1-c1ccccc1
  0.8	4	0.1	18
- CCOC(=O)N1CCN(S(=O)(=O)c2ccc(C(=O)Nc3nc(-c4ccc(Br)cc4)cs3)cc2)CC1
  -0.4	2	0.2	3
- COC(=O)c1ccc(CN2CCC(C(=O)Nc3cccc(-c4ccco4)c3)CC2)cc1
  -0.1	-9	0.0	7
- CCOC(=O)N1CCC(NC(=O)Cn2cc3c(n2)CCC(C)C3)CC1 (centres undefined)
  0.0	2	0.1	9
- COc1ccc(N=C(N)c2cc(I)cc([N+](=O)[O-])c2)cc1
  -0.5	-4	-0.1	11
- CC1(C)CC(=O)C2=C(C1)Nc1ncnn1C2c1ccccc1Cl (centres undefined)
  -0.3	-7	0.7	6
- CN(C)/C=C1/C(=O)N(c2ccccc2F)C(=O)c2ccccc21
  1.0	-3	0.0	3
- COC(=O)C1=C(C)NC2=C(C(=O)CCC2)C1c1ccc(OC(C)=O)cc1 (centres undefined)
  0.8	-16	0.3	-2
- C=CCN(C(=O)Nc1ccccc1)C1CC(=O)N(c2ccc(F)cc2)C1=O (centres undefined)
  -2.1	-5	-0.2	1
- Cc1sc(NC(=O)COc2ccccc2)c(C#N)c1-c1ccccc1
  1.3	-22	-0.1	-43
- O=C(Nc1nn[nH]n1)c1ccc(Cl)cc1
  -0.3	0	0.0	0
- CC1(C)CC(=O)c2sc(NC(=O)c3cccc(NC(=O)c4ccccc4)c3)nc2C1
  -0.4	-2	0.1	15
- COc1ccc(CCNC(=O)Cn2cnc3c(cnn3-c3ccc(Cl)cc3)c2=O)cc1OC
  0.7	3	0.0	-3
- CC1CCCC(NC(=O)C2N(C(C)(C)C)C(=O)C3C(C(=O)Nc4cccc(Cl)c4)C4C=CC32O4)C1C (centres undefined)
  -0.7	5	0.0	2
- CC(Oc1ccccc1)C(=O)Nc1ccc(F)c(F)c1 (centres undefined)
  4.0	-7	-0.1	-6
- Cc1ccc(C(=O)Nc2nccs2)cc1S(=O)(=O)N1CCOCC1
  0.0	7	-0.3	-3
- O=C(Nc1ccc(O)cc1)c1ccco1
  -2.3	20	-0.1	-5
- Cc1ccc(C(=O)O)cc1Nc1cnn(C23CC4CC(CC(C4)C2)C3)c(=O)c1Cl
  0.1	13	-0.2	-2
- O=C(NCc1n[nH]c(=S)n1-c1ccccc1)c1ccc(S(=O)(=O)N2CCCCC2)cc1
  -1.2	-7	-0.2	5
- COC(=O)c1cc(S(=O)(=O)NCc2cc(OC)c(OC)c(OC)c2)cn1C
  0.8	-5	-0.1	2
- Cc1ccc(-n2ccnc2N2CCN(C(=O)C3CCCC3)CC2)cc1
  -0.6	-7	-0.2	-4
- COc1ccc2c(c1OC)C(=O)N(c1ccc(C)cc1)C2=O
  -0.9	-6	0.1	6
- Cc1c(C(=O)OCC(=O)Nc2ccc(C(N)=O)cc2)oc2ccc(Br)cc12
  -1.0	13	1.0	11
- N#Cc1ccc(-c2ccc(S(=O)(=O)C3CCN(CCc4ccccn4)CC3)cc2)cc1
  -0.3	7	0.4	18
- Cn1c(=O)c2c(ncn2CC(O)CN)n(C)c1=O (centres undefined)
  -7.6	9	0.4	17
- O=C(CC1(O)C(=O)N(Cc2ccc(Cl)cc2)c2ccccc21)c1cccs1 (centres undefined)
  -0.5	-1	0.8	20
- COCCn1nnnc1CN(Cc1cc2cc(OC)ccc2[nH]c1=O)C1CCCCC1
  -0.8	5	0.0	14
- Nc1nc(SCC(=O)N2CCCCCC2)n[nH]1
  2.6	-4	-0.1	-1

A second format for some results above:
COC(=O)c1cc(S(=O)(=O)NCc2cc(OC)c(OC)c(OC)c2)cn1C
- GPR151 ag: 0.8
- TEAD-YAP block: -5
- FBW7 activator: -0.1
- MITF inh: 2

Cc1ccc(-n2ccnc2N2CCN(C(=O)C3CCCC3)CC2)cc1
- GPR151 ag: -0.6
- TEAD-YAP block: -7
- FBW7 activator: -0.2
- MITF inh: -4

COc1ccc2c(c1OC)C(=O)N(c1ccc(C)cc1)C2=O
- GPR151 ag: -0.9
- TEAD-YAP block: -6
- FBW7 activator: 0.1
- MITF inh: 6

Cc1c(C(=O)OCC(=O)Nc2ccc(C(N)=O)cc2)oc2ccc(Br)cc12
- GPR151 ag: -1.0
- TEAD-YAP block: 13
- FBW7 activator: 1.0
- MITF inh: 11

Among those listed so far, five contain a COOH group.
The line under a structure holds: GPR151 ag	TEAD-YAP block	FBW7 activator	MITF inh
- O=C(O)c1ccccc1C(=O)Nc1ccccc1Oc1ccccc1F
  2.0	3	0.1	0
- COc1ccc(C(=O)Nc2ccc(CC(=O)O)cc2)cc1[N+](=O)[O-]
  -0.1	10	-0.1	-3
- CC(C)C(NC(=O)C(N)CCCN=C(N)N)C(=O)O (centres undefined)
  1.4	3	0.0	2
- O=C(O)CSc1nc2ccccc2c(=O)n1-c1ccccc1
  0.8	4	0.1	18
- Cc1ccc(C(=O)O)cc1Nc1cnn(C23CC4CC(CC(C4)C2)C3)c(=O)c1Cl
  0.1	13	-0.2	-2

Further structures follow.
The line under a structure holds: GPR151 ag	TEAD-YAP block	FBW7 activator	MITF inh
- CCOC(=O)c1c(NC(=O)Cn2nc(C(F)(F)F)c(Br)c2C)sc2c1CCC(C(C)(C)C)C2 (centres undefined)
  -0.4	10	0.1	9
- O=C(CSc1nc(-c2ccc(Cl)cc2)cs1)Nc1nccs1
  -0.3	-7	0.1	4
- O=C(C1CC(Cc2ccccc2Cl)=NO1)N1CCN(C2CCS(=O)(=O)C2)CC1 (centres undefined)
  -1.6	-51	0.8	-3
- CN=c1cc2c(=O)n(C)c(=O)c3c(NC)cc4c(O)n(C)c(=O)c1c4c3-2
  4.6	-3	0.1	-3
- CC(C)c1ccc(NC(=O)c2sc3nc4c(cc3c2N)C(=O)CC(C)(C)C4)cc1
  1.2	-8	-0.2	-5
- O=C(CCC(=O)OCC(=O)c1ccccc1)Nc1ccc([N+](=O)[O-])cc1
  3.6	-11	0.1	2
- CCc1ccc(S(=O)(=O)N2CCN(C(c3ccccc3)c3ccccc3)CC2)cc1
  0.5	4	0.0	3
- CSc1ncc(CN2CCCC(CCC(=O)N3CCN(c4ccccn4)CC3)C2)cn1 (centres undefined)
  0.9	12	-0.1	4
- Nc1ncnc(Nc2ccccc2N=Cc2ccccc2O)c1[N+](=O)[O-]
  3.5	8	0.0	12
- O=S1(=O)N=C(Nc2ccc3c(c2)Cc2ccccc2-3)c2ccccc21
  1.6	-6	-0.1	5
- Cn1nnnc1SCC(=O)Nc1ccc([N+](=O)[O-])cc1
  -0.8	4	0.0	7
- CN(c1ccc(C(F)(F)F)cn1)C1CCCCC1
  0.9	-5	0.1	60*
- NC(=O)c1nsc(C(=O)N(CC(=O)NC2CCCCC2)c2cccc(F)c2)c1N
  -0.5	-13	-0.1	-4
- CCSc1nc(C2CC2)cc(-c2cccs2)c1C#N
  0.6	4	0.2	4
- COc1ccccc1Nc1nc(-c2cc(C)ccc2C)cs1
  -0.7	-19	-0.1	-2
- Cc1cc(C)nc(-c2cccc3c2OC(CNC(=O)C2CC(=O)c4ccccc42)C3)n1 (centres undefined)
  -0.7	-17	0.0	7
- CCCCCOC(=O)C1=C(C)NC2=C(C(=O)CC(C)(C)C2)C1c1cccc(OC)c1 (centres undefined)
  0.9	4	0.1	-6
- Cc1cc(/C=N/O)c(C)n1-c1ccc(Cl)cc1
  0.6	-6	-0.1	2
- CC(C)C(=O)N1c2ccccc2NC2=C(C(=O)CC(C)(C)C2)C1c1cccc(F)c1 (centres undefined)
  1.4	13	0.1	4
- C/C(CC(=O)Nc1ccc(Cl)c(Cl)c1)=N\NC(=O)c1ccccc1Cl
  2.1	-14	0.1	18
- CCOc1ccc(Cl)cc1S(N)(=O)=O
  -0.1	-5	0.0	-1
- CCCCOc1ccc(/C=C2/N=C(c3cc(OC)c(OC)c(OC)c3)OC2=O)cc1
  1.7	4	-0.1	7
- CCCN(CCO)Cc1cccc(Oc2ccccc2)c1
  0.1	7	0.0	-2
- O=c1nc2s/c(=C/c3cccc([N+](=O)[O-])c3)c(=O)n2nc1-c1ccccc1
  1.7	19	0.4	15
- CN1CCN(c2nc(NCCNc3ccc([N+](=O)[O-])cc3)c3ccccc3n2)CC1
  0.6	28	0.0	4
- COc1ccccc1C(=O)Nc1ccc(S(=O)(=O)Nc2nccc(C)n2)cc1
  -0.8	-1	0.0	6
- Cc1cc(C)nc(SCc2c(C)c(C)c(CSc3nc(C)cc(C)n3)c(C)c2C)n1
  -0.7	-7	0.0	-7
- c1ccc(Nc2ccnn2-c2ccnc(Nc3ccc(N4CCOCC4)cc3)c2)cc1
  -0.1	-12	-0.2	16
- Cc1cc2cc(CNC(=O)Cc3ccc([N+](=O)[O-])cc3)ccc2n1C
  -0.6	-4	0.3	24
- CCC(=O)N=c1sc2c(OC)ccc(OC)c2n1CC
  0.2	1	-0.1	-5
- Cc1ccc(-c2c(NCCCN3CCCC(C)C3)c(=O)c2=O)cc1 (centres undefined)
  -0.1	0	0.1	13
- CCn1c(SCC(=O)Nc2ccc(C(N)=O)cc2)nnc1-c1ccco1
  6.8*	26	0.5	5
- Cc1sc2ncn3c(SCC(=O)Nc4ccc5c(c4)OCCO5)nnc3c2c1C
  -0.4	9	0.7	13
- CCOC(=O)Cc1sc(Nc2nc(C)cc(C)n2)nc1-c1ccccc1
  0.4	5	-0.1	-1
- CCOC(=O)c1ccc(NS(=O)(=O)c2cnc[nH]2)cc1
  -0.1	-3	0.1	16

Screening results deposited in PubChem BioAssay by The Scripps Research Institute Molecular Screening Center.
